Abeta yeast res = qHTS for compounds that reverse cellular toxicity of Amyloid beta (A-beta) peptide in yeast: Primary Screen; yeast expressing A-beta42, growth rescue, OD600, 48 h; response scale: 0% DMSO, 100% iron-clioquinol control; Potency, µM (series often up to 46.1 µM), inactives show at the top dose growth rescue, most hits filed as activators; 0.063% of 410,000 active; AID 1347071, 2019; also: potency is read from the fitted curve at half-maximal effect; nearly all actives have a fitted effect of over 55% in size
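Yeast A-beta toxicity model in growth medium with pinned compounds, 48 h at 30 C; growth read as absorbance at 600 nm. Normalized to FeCl3/clioquinol equimolar mix (positive) and DMSO (negative).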
EPAC2 antag = qHTS for Antagonist of cAMP-regulated guanine nucleotide exchange factor 2 (EPAC2): primary screen | Rap guanine nucleotide exchange factor 4 (Homo sapiens), Q8WZA2 | EPAC2 GEF exchange of Rap1B-BODIPY-GDP, fluorescence | Potency, µM (top dose mostly 114 µM), without a hit: top-dose activity, negative = inhibition, most hits filed as inhibitors | 0.18% of 360,000 active; also: potency is read from the fitted curve at half-maximal effect; % is scaled to controls: 0 for no effect and ±100 for the full control effect; nearly all actives have a fitted effect of over 45% in size; many of its hits are not listed in these tables
Target sequence (Q8WZA2 whole entry, looked up): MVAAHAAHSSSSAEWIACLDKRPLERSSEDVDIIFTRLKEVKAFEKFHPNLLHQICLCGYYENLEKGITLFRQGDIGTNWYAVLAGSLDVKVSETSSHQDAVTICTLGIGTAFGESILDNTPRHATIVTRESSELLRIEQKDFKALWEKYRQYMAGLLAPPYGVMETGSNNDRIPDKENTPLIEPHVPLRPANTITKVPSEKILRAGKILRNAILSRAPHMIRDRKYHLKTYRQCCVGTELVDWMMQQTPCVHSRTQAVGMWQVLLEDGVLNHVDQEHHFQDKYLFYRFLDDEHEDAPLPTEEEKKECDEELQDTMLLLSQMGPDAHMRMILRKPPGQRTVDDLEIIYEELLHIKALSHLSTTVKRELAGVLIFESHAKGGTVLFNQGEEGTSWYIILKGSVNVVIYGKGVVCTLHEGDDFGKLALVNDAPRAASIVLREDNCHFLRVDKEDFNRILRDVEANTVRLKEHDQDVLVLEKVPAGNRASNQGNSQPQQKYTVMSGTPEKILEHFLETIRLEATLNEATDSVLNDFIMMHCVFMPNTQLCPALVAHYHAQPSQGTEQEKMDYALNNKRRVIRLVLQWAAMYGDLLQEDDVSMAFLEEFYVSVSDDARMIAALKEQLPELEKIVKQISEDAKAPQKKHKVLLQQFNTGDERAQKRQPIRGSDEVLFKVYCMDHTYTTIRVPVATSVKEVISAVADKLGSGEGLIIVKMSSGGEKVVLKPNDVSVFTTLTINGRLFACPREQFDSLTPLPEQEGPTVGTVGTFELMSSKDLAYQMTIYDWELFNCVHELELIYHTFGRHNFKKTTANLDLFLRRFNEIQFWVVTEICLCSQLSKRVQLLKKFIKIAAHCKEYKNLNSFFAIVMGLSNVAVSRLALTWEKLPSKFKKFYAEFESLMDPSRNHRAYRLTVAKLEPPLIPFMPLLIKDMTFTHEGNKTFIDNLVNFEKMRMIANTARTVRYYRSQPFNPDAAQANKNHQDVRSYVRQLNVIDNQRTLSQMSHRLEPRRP
FUS yeast rescue = qHTS for Suppressors of FUS Proteinopathy: Primary screen using FUS-linked yeast assay; AID 1347120, 2019; 0.24% of 390,000 active; Potency, µM (top dose mostly 76.6 µM), inactives show at the top dose growth rescue (activation), actives largely listed as activators; S. cerevisiae FUS-expressing, growth rescue, OD600, 24 h;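 also: potency is read from the fitted curve at half-maximal effect; plate controls were DMSO vehicle for no effect and reference control for full effect; nearly all actives have a fitted effect of over 55% in size; some results filed as inactive show a strong effect at the top dose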
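FUS-expressing yeast, raffinose-pregrown, induced in 2% galactose minimal medium at OD 0.005; compounds in a dilution series, 24hr at 30C. Growth restoration read as absorbance at 600 nm. CP55940 positive control, DMSO negative.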
D3 antag = qHTS of D3 Dopamine Receptor Antagonist: qHTS; 2.5% of 360,000 active; max response, negative = inhibition, %; AID 652054, 2013; D3R cells, DiscoveRx beta-arrestin luminescence, antagonist mode; hits give low values; D(3) dopamine receptor (Homo sapiens), P35462; in the data active = max response below about -50%; inconclusive = no clear call, values can overlap the other calls; also: % is scaled to controls: 0 for no effect and ±100 for the full control effect; mostly tested at two doses, the higher about 12 µM
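Cells expressing the human receptor were seeded at 1500 cells/well, incubated overnight at 37 degrees C in 5% CO2, then exposed to library compounds with dopamine controls for 90 minutes at 37 degrees C before luminescent detection.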
D3 ag = qHTS of D3 Dopamine Receptor Agonist: qHTS; D(3) dopamine receptor (Homo sapiens), P35462; D3R DiscoveRx beta-arrestin cells, luminescence, 90 min; max activation, %; 0.58% of 410,000 active; in the data active = max activation above about 30%; also: 0% is about no effect; mostly tested at two doses, the higher about 12 µM
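Agonist mode: compounds and dopamine controls were applied to plated cells for 90 min at 37 degrees C after an overnight attachment at 1500 cells/well. Luminescent read-out followed 30 - 60 minutes at room temperature with DiscoveRx detection reagent.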
EPAC2 ag = qHTS for Agonist of cAMP-regulated guanine nucleotide exchange factor 4 (EPAC2): primary screen; AID 720711, 2013; EPAC2 activation, biochemical qHTS; response scale: 100% = 6.5 mM cAMP response; 0.079% of 360,000 active; Rap guanine nucleotide exchange factor 4 (Homo sapiens), Q8WZA2; Potency, µM (top dose mostly 154 µM), for inactives: at the highest dose activation, hits mostly activators; also: potency is read from the fitted curve at half-maximal effect; nearly all actives have a fitted effect of over 50% in size
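Compounds were titrated in qHTS against a Rap1B-BODIPY-GDP (250 nM) complex with EPAC2 (100 nM) and GDP (50 uM). BODIPY-GDP release tracked at 480/540 nm over 30 min at room temperature, normalized to 6.5 mM cAMP.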
TDP43 rescue = qHTS of TDP-43 Inhibitors | TDP-43 expressing yeast growth rescue, BacTiter-Glo, 24 h | Potency, µM (top dose mostly 46.1 µM), without a hit: top-dose growth rescue (activation), usual class: activators | 1.8% of 410,000 active; also: potency is read from the fitted curve at half-maximal effect; % of control where 0% means no effect; nearly all actives have a fitted effect of over 50% in size
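Yeast cells expressing TDP-43 under galactose induction are exposed to compounds for 24 hr at 30 deg C. BacTiter-Glo luminescence measures growth, so protective compounds score as activators.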
aSyn yeast inh = qHTS of alpha-syn Inhibitors; Yeast expressing alpha-synuclein, growth rescue, BacTiter-Glo, 24 h; Potency, µM (titrated, usually from 46.1 µM), without a hit: at the top dose growth rescue (activation), actives largely listed as activators; 0.14% of 370,000 active; AID 652106, 2013; also: potency is read from the fitted curve at half-maximal effect; % of control where 0% means no effect; nearly all actives have a fitted effect of over 65% in size
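Galactose-induced alpha-syn yeast (OD600=0.02, raffinose-pregrown) + pinned cpd, 24 hr, 30 deg C; growth by BacTiter-Glo luminescence. Growth restoration scores as activation.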
An asterisk follows results filed as active; u = inconclusive; x = not tested or not shown; & = joins results of further samples; [ ] = another dose, or the depositor's remark. Unless noted, calls follow the shape of the dose curve; as a rule, active = well fitted curve in the direction sought with a large enough effect; inconclusive = small, poorly fitted or top-dose-only effect, or another doubt; inactive = no such curve, though single readings can be large; an effect the other way counts as inactive or inconclusive.

SMILES	Abeta yeast res	EPAC2 antag	FUS yeast rescue	D3 antag	D3 ag	EPAC2 ag	TDP43 rescue	aSyn yeast inh
COc1cc(OC)nc(Nc2nc(C(N)Cc3ccccc3)cs2)n1 (stereo unspecified)	-4%	4%	-1%	u	-10	0%	13%	-7%
COc1ccccc1CNC(=O)CCc1c(C)c2cc3c(C)c(C)oc3cc2oc1=O	-21%	x	-16%	x	-40	x	-7%	x
COc1ccccc1C1(O)CCN(C(=O)c2cccs2)CC1	2%	-5%	x	0	-6	1%	15%	9%
CC(C(=O)Nc1ccc(C#N)cc1)N1CCN(C(=O)C2CC2)CC1 (stereo unspecified)	0%	9%	x	16	4	-1%	15%	-6%
O=C(NCc1ccc(Cl)cc1)N1CCOCC1	-9%	5%	-3%	6	1	10%	-1%	-1%
O=C(NC1CC1)C1=C[C@@H](c2ccc(Br)cc2)C[C@@H](OCc2ccc(CO)cc2)O1	14%	-18%	20%	-3	-2	10%	0%	u
CC(C)(C)CN1CCN(CCCc2ccccc2)C(CCO)C1 (stereo unspecified)	-4%	5%	0%	u	-28	1%	-9%	0%
CC1(NC(=O)C2CCCCC2)CCS(=O)(=O)C1 (stereo unspecified)	-15%	18%	-6%	4	1	-3%	8%	3%
CCCS(=O)(=O)N1CCC(C(=O)N2CCCC2)CC1	-11%	-3%	10%	19	5	14%	7%	-3%
O=C(O)CCC(=O)NNC(=O)CCC(=O)NCc1ccccc1	-17%	9%	-13%	14	7	16%	0%	9%
Cc1c(CNC(=O)c2nn3c(c2Cl)NC(c2ccccc2)CC3C(F)(F)F)cnn1C (stereo unspecified)	9%	-5%	33%	8	8	-2%	-1%	0%
COc1ccc(CCC(=O)OCC(=O)c2c(N)n(CC(C)C)c(=O)n(C)c2=O)cc1	-2%	-16%	-8%	22	2	5%	3%	4%
CCC(C)(C)NC(=O)CN(Cc1cccs1)C(=O)CNS(=O)(=O)c1ccc(C)cc1	7%	16%	x	0	1	-2%	-1%	-1%
COc1cc(-c2noc(-c3ccc(N4CCCCC4)c([N+](=O)[O-])c3)n2)cc(OC)c1OC	-8%	x	-4%	x	3	x	18%	x
O=S1(=O)N=C(N(CCO)/N=C/c2ccccc2F)c2ccccc21	5%	1%	1%	5	-10	-3%	6%	5%
COc1ccc(NC(=O)C(c2ccc(C)cc2)N(C)C(=O)c2cnccn2)cc1 (stereo unspecified)	0%	17%	8%	0	1	10%	4%	6%
CC(OC(=O)c1ccccc1O)C(=O)Nc1ccc(Cl)cn1 (stereo unspecified)	-26%	3%	23%	-26	-4	25%	8%	0%
O=S(=O)(NC12CC3CC(CC(C3)C1)C2)c1ccc(F)cc1	2%	6%	6%	5	0	5%	-27%	u
Cc1oc(-c2ccc(-c3ccccc3)cc2)nc1CN(CCO)C(C)C	-1%	-4%	26%	-16	-4	5%	-4%	11%
COc1cc(OC)nc(Oc2ccccc2C(=O)Oc2ccc(F)cc2Cl)n1	-5%	-12%	10%	3	1	11%	-8%	-24%
CCOc1ccc(CCNC(=O)CCCc2nnc3n(CCCOC)c(=O)c4sccc4n23)cc1	-4%	x	-5%	x	13	x	22%	x
Cc1sc(-c2ccccn2)nc1OC(=O)c1cccc(Cl)c1Cl	-2%	-6%[57.1 µM]	10%	0	0	18%	-9%	1%
O=[N+]([O-])C(/C=C(/Cl)[N+](=O)[O-])=C(N1CCCCC1)N1CCCCC1	-6%	-23%	4%	-7	2	1%	5%	5%
O=C1Nc2ccc([N+](=O)[O-])cc2C1=Nc1cccc(CO)c1	-17%	u	12%	-77*	-12	24%	-7%	-1%
CC(C)CC(COCc1cccc(Cl)c1)N1CCN(C(=O)c2ccc(C(F)(F)F)cc2)CCC1=O (stereo unspecified)	14%	-22%	u	25	7	-3%	24%	u
Cc1ccc(OC(C)C(=O)Nc2ccccc2C(=O)NCc2cccnc2)cc1C (stereo unspecified)	11%	2%	x	18	19	-1%	13%	0%
COC(=O)c1c(-c2ccco2)csc1NC(=O)C1CC=CCC1C(=O)O (stereo unspecified)	12%	-3%	30%	-9	7	10%	7%	16%
CCCC(c1nnnn1Cc1ccc(OC)cc1)N1CCN(c2ccccc2OC)CC1 (stereo unspecified)	6%	-8%	13%	u	-8	9%	-1%	8%
CC[C@@]1(C(=O)OC)N[C@H](CN(C)C(C)=O)[C@@H]2C(=O)N(C)C(=O)[C@@H]21	-9%	-11%	-27%	52	3	2%	6%	0%
OC(COc1ccc(CNCCc2ccc(C(F)(F)F)cc2)cc1)CN1CCCCC1 (stereo unspecified)	-3%	17%	13%	u	-12	12%	-4%	0%
CN(Cc1nccs1)C(=O)c1ccc2nc(Cc3ccccc3F)oc2c1	-3%	6%	-3%	1	3	5%	26%	6%
O=C(NNC(=S)Nc1cccc(C(F)(F)F)c1)c1cccc(Cl)c1	23%	-6%	8%	6	44*	4%	8.9µM*	-7%
CCc1cc(-c2n[nH]c(=S)n2CC)cs1	16%	2%	x	-17	3	1%	u	2%
CC(CCc1ccccc1)NC(=O)C(C)OC(=O)c1ccco1 (stereo unspecified)	14%	18%	-7%	0	8	-5%	5%	5%
Cc1ccccc1C(=O)OCC(=O)NCc1ccco1	-9%	4%	34%	-22	-8	7%	u	-1%
O=C(CCN1C(=O)c2ccccc2C1=O)OCn1nnc2ccccc2c1=O	0%	11%	5%	-8	-2	-3%	8%	5%
CCOc1ccc(S(=O)(=O)N(C)c2ccc(OCC(=O)N3c4ccc(C)cc4C4CN(C)CCC43)cc2)cc1 (stereo unspecified)	2%	-16%	22%	-6	-8	-2%	-3%	10%
COc1ncccc1C(=O)N1CCCC(N2CCN(c3ccc(F)cc3)CC2)C1 (stereo unspecified)	3%	-3%	10%	-16	-5	6%	-3%	-5%
CSc1ncc(Cl)c(C(=O)Nc2ccc(NC(C)=O)cc2)n1	-6%&-5%	-9%	10%&0%	3	0&1	7%	0%&22%	2%
O=C(Nc1ccccc1C(=O)NCCc1ccccc1)c1ccco1	-13%	-2%	5%	28	2	12%	26%	-7%

Given with values under each structure: entries from further up
Values run as follows: Abeta yeast res, EPAC2 antag, FUS yeast rescue, D3 antag, D3 ag, EPAC2 ag, TDP43 rescue, aSyn yeast inh
> CC1(NC(=O)C2CCCCC2)CCS(=O)(=O)C1 (stereo unspecified)
 : -15%, 18%, -6%, 4, 1, -3%, 8%, 3%
> CCCS(=O)(=O)N1CCC(C(=O)N2CCCC2)CC1
 : -11%, -3%, 10%, 19, 5, 14%, 7%, -3%
> O=C(O)CCC(=O)NNC(=O)CCC(=O)NCc1ccccc1
 : -17%, 9%, -13%, 14, 7, 16%, 0%, 9%

(next part)
SMILES	Abeta yeast res	EPAC2 antag	FUS yeast rescue	D3 antag	D3 ag	EPAC2 ag	TDP43 rescue	aSyn yeast inh
CSc1ccc(-c2sc(Nc3ccccc3)n[n+]2-c2ccccc2)cc1	-40%[inhibitor]	-9%	45%	-22	-24	12%	-4%	-5%
Cc1ccc(CN2CC(N3CCN(Cc4cccc(C)c4)CC3)CS2(=O)=O)cc1 (stereo unspecified)	2%	1%	-17%	-20	-5	3%	10%	-4%
COCCn1c(SCC(=O)c2c(C)[nH]c3ccccc23)nc2cc(C(=O)NC(C)C)ccc2c1=O	-8%	x	-1%	x	5	x	29%	x
O=c1n(Cc2ccccc2)nc2n1-c1cc(Cl)ccc1OC2	-5%	x	-2%	x	-2	x	23%	x
Cc1onc(-c2c(F)cccc2Cl)c1C(=O)N=C(N)N1CC(C)OC(C)C1 (stereo unspecified)	10%	-3%	-3%	6	14	12%	-6%	1%
COc1cccc(C2=CC(=O)CC(C)(C)C2)c1OC	-5%	-8%	-19%	-19	-2	1%	u	-1%
COc1cccc(NC(=O)CN(C)C(=O)c2c(-c3c(F)cccc3Cl)noc2C)c1	2%	-3%	x	-4	8	12%	1%	0%
CC(CN1CCN(C)CC1)OC(=O)c1ccccc1Cl (stereo unspecified)	12%	8%	13%	-52*	-2	6%	8%	-3%
COc1ccc(C(=O)Nc2c3c(nn2C(C)(C)C)CS(=O)(=O)C3)cc1OC	5%	-2%	15%	0	0	3%	7%	-1%
CCOc1cc(C)c(Cl)cc1S(=O)(=O)NCc1ccco1	12%	-7%	-2%	0	-8	12%	-1%	0%
CCOc1ccc2nc(N3CCC(C(=O)Nc4nnc(CC)s4)CC3)sc2c1	-15%	-2%	-4%	0	1	3%	7%	-3%
O=c1c(-c2cccc(Cl)c2)c[nH]n1-c1ccccc1	0%	1%	13%	-5	-1	3%	-42%[inhibitor]	-13%
COC(=O)CNC(=O)COC(=O)/C=C/c1ccc2ccccc2n1	-13%	7%	10%	15	5	-1%	23%	1%
O=C(CSCc1cccc(Br)c1)N1CCOCC1	2%	-1%	1%	24	1	0%	23%	-1%
CCCC(=O)Nc1nc2c(C)c(Cl)ccc2s1	8%	3%	-17%	32	-2	-6%	5%	-8%
CCOC(=O)c1c(NC(=O)c2cc3nc(-c4ccc(OC)cc4)cc(C(F)(F)F)n3n2)sc2c1CCC(C)C2 (stereo unspecified)	-9%	x	-5%	x	-13	x	-9%	x
CCN(CC)S(=O)(=O)c1ccc(C(=O)NNC2=NS(=O)(=O)c3ccccc32)cc1	7%	-6%	-21%	-1	0	0%	1%	0%
CSCCC(NC(=O)c1ccc(Cl)cc1)C(=O)OCC(C)=O (stereo unspecified)	-16%	3%	-12%	-19	5	3%	-14%	-6%
Cc1ccc(Nc2c(-c3ccc(O)cc3)nc3cccc(C)n23)cc1	-16%	x	-3%	x	2	x	17%	x
CC(=O)N(/N=C/c1ccc([N+](=O)[O-])o1)c1nc2ccccc2c(=O)n1-c1ccccc1	x	-11%	x	-54*	-22	3%	x	x
CN(c1ncnc2c1c(-c1ccccc1)cn2-c1ccc(F)cc1)C1CCCCC1	-6%	x	16%	x	-8	x	27%	x
O=C(NC(N1CCOCC1)C(Cl)(Cl)Cl)c1ccc(F)cc1 (stereo unspecified)	0%	-2%	-8%	4	2	-12%	10%	-12%

Some of the compounds tested; count on the stated rates, not on these rows.
